Compound activity (PubChem BioAssay)
Mot1-301 SUMO: blocks SUMOylation pathway, rescuing yeast Mot1-301 growth; S. cerevisiae Mot1-301 growth rescue, ATP luminescence, 38.5C; percent above DMSO median, 100 means doubled; growth rescue, % at 18.8 µM; 320,000 compounds, 1% hits;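 active means every valid replicate shows activation above 250% relative to neutral control wells; inactive means the rest, any valid replicate at or below 250%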;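 further: OY570 slx delta 5 strain wells were the positive control but not used for scaling; some compounds called inactive have numbers as strong as hits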
AddAB inh: less growth of phage-infected E. coli with AddAB | E. coli expressing H. pylori AddAB, absorbance growth | inhibition, % at 11.9 µM | 330,000 compounds, 0.29% hits | AID 435030; in the data active means inhibition above about 12%;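 further: 0% = vehicle wells of infected cells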
PKA-R1A act: activators of PKA-R1A complex; AID 504707; 340,000 compounds, 0.083% hits; PKA-R1A dissociation, Cy5-IP20 fluorescence polarization; scaled: DMSO 0%, 113 µM cGMP 100%; activation, % at 11.4 µM; P00514+P68181;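 active means percent activation above the mean of all tested compounds plus 3 SD, cut at about 19% in these data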;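 further: higher means more PKAc released from R1A so a rise in polarization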
DAGLB inhibitor: blocks human DAGLB lipase activity; HEK293T DAGLB membrane lysate, EnzChek fluorogenic substrate; inhibition, % at 5.17 µM; AID 504411; 340,000 compounds, 0.059% hits; in the data active means inhibition above about 34%;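 further: 0% = enzyme with vehicle and 100% = wells lacking enzyme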
HTR5A ag: HTR5A agonism, opioid heterodimer counter-screen. activation, % at 9.3 µM. 340,000 compounds, 0.61% hits. AID 504692. HTR5A agonist assay, luminescence, cell-based. P47898; in the data active means activation mostly above about 9.5%, no sharp cut-off; inactive means mostly below about 7.6%;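 further: 0% = cells with vehicle only and 100% = reference agonist; strong numbers were not always called active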
CDK5 inh: CDK5/p35 (human) kinase inhibition. Q00535+Q15078. Recombinant CDK5/p35, ADP-Glo luminescence, 60 min. inhibition, % at 10 µM. 330,000 compounds, 0.01% hits. AID 488839;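 active means highest replicate inhibition of at least 50% and at least 75% of replicates reaching 50%; inconclusive means only one of the two criteria met; inactive means both criteria failed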;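 further: plate controls were DMSO neutral control for no effect and GW8510 at 10 µM for full effect; many of its hits are not listed in these tables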
Target sequence (Q00535 whole entry, looked up): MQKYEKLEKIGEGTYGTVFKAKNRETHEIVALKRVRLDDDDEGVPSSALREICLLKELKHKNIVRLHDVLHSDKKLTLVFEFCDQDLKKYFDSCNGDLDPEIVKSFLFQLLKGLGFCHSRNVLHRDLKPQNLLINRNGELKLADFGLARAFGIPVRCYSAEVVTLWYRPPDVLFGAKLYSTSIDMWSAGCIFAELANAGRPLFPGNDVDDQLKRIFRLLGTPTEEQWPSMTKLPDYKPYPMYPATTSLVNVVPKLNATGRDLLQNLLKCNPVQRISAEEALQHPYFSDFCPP
Target sequence (Q15078 whole entry, looked up): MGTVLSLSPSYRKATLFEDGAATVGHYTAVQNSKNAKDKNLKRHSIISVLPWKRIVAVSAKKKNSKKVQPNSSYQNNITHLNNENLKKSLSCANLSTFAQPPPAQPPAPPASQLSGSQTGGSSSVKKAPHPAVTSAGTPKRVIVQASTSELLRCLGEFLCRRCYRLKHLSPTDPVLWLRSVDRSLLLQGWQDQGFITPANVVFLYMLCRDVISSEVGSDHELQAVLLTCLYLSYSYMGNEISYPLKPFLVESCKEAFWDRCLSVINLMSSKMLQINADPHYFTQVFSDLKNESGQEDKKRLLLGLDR
HTR5A inv ag: inverse agonist of human HTR5A in OPRM1-OPRD1 counter-screen; HTR5A cell line, luminescence, inverse agonism; 340,000 compounds, 0.083% hits; inhibition, % at 9.3 µM; P47898; in the data active means inhibition mostly above about 23%, no sharp cut-off; inactive means mostly below about 18%;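 further: 0% = cells with DMSO and 100% = no-cell wells with DMSO; some compounds called inactive have numbers as strong as hits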
phage Ecoli inh: E. coli growth loss with phage present | inhibition, % at 11.9 µM | 360,000 compounds, 0.26% hits | growth absorbance; in the data active means inhibition above about 11%
PKA-R2B activ: activates the human PKA-R2B holoenzyme complex. P22694+P31323. PKA-R2B holoenzyme dissociation, Cy5-IP20 fluorescence polarization; R2B truncated from residue 108, S112A mutant; 0% DMSO only, 100% 113 µM cGMP. activation, % at 11.4 µM. 340,000 compounds, 0.079% hits. AID 504700;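 active means activation above a cutoff set at the mean over all compounds plus 3 SD, cut at about 18% in these data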;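 further: higher means more holoenzyme dissociation and a rise in polarization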
Target sequence (P31323 whole entry, looked up, other chains not shown, the tested form may be a part): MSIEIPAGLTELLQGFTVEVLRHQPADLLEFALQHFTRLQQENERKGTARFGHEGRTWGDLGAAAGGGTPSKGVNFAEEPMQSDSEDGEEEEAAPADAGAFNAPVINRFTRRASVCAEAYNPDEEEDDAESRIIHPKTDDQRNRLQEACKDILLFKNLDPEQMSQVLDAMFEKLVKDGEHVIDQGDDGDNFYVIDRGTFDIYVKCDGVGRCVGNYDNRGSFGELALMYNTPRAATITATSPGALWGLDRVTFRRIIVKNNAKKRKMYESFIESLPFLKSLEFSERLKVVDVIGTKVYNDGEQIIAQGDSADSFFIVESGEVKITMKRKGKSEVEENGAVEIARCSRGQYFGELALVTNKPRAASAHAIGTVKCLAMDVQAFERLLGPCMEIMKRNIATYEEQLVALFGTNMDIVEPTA
E coli growth: reduces bacterial viability in AddAB counter-screen; 330,000 compounds, 0.27% hits; inhibition, % at 11.9 µM; E. coli V3065 growth, OD600 absorbance, 18 h;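 active means inhibition above the campaign's mean inhibition across all tested compounds plus 3 SD, cut at about 9.9% in these data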;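 further: uninfected addAB+ strain grown without phage in ampicillin broth; 0% = DMSO wells and 100% = ciprofloxacin 0.95 µg/ml wells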
Tat transport: inhibitors of E. coli Tat protein transport; E. coli MC4100 TorA-mCherry Tat export, fluorescence; inhibition, % at 10 µM; 340,000 compounds, 0.036% hits; AID 488895;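 active means mean replicate inhibition at least 50% and at least half of replicates individually reaching 50%; inconclusive means only one of the two criteria met; inactive means neither criterion met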;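 further: exported cargo escapes ClpAP degradation while cytoplasmic cargo is degraded and loses fluorescence; 0% = median of neutral control wells and 100% = median of NaSCN control wells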
Active calls of the source: *; ? = inconclusive; . = not tested or not shown.

Value order – Mot1-301 SUMO	AddAB inh	PKA-R1A act	DAGLB inhibitor	HTR5A ag	CDK5 inh	HTR5A inv ag	phage Ecoli inh	PKA-R2B activ	E coli growth	Tat transport
O=C1c2ccccc2NC(c2ccccc2)N1CCCN1CCOCC1 (stereo unspecified)
 : -10	2.2	3	0	-1	0.4	13	-1.2	-1	-0.3	4
O=C1OC(NC(=O)c2ccccc2)C(n2cc(CO)nn2)=C1Cl (stereo unspecified)
 : -10	2.0	-3	-1	2	2.6	-19	2.8	3	-0.3	-5
O=C(NCc1cccs1)c1ccc([N+](=O)[O-])cc1
 : -14	2.4	-2	2	-3	-5.1	8	-0.3	-1	0.2	34
O=C(O)CSc1nnc(-c2ccc(Cl)cc2Cl)n1-c1ccc(Cl)cc1
 : 22	3.6	-7	3	2	0.9	-8	2.5	9	1.2	-3
COC(=O)c1ccc(COc2cc(C)ccc2C)o1
 : 27	1.5	-9	-14	-1	1.2	4	2.8	0	-3.4	-4
Cc1ccc(Cl)cc1N1CCN(C(=O)CN(C2CCCCC2)S(C)(=O)=O)CC1
 : -17	-3.0	-22	-1	-2	1.4	-14	1.8	-17	-0.5	11
CC1CC(C)CN(c2ccc([N+](=O)[O-])nc2)C1 (stereo unspecified)
 : 1	0.7	3	2	6	-0.3	20	3.3	-9	1.5	-6
Cc1ccc(Cn2c(SCC(C)C)nc3c2c(=O)n(C)c(=O)n3C)cc1
 : 12	0.0	-9	-10	5	-5.2	1	2.1	-6	0.2	25
CC[C@H](C)[C@H](NC(=O)OCc1ccccc1)C(=O)OCC(=O)N(C)CC(=O)Nc1ccccc1Cl
 : 0	-1.4	-5	-1	3	0.0	15	-1.8	3	-1.3	6
CCN(Cc1ccc(C#CCCO)cc1)CC1CCCN(CCc2cccc(OC)c2)C1 (stereo unspecified)
 : 2	-1.9	-11	-1	-3	0.6	11	2.9	-7	-1.6	2
COc1ccc(/C=C/C(=O)c2ccoc2)cc1
 : 70	5.1	-14	2	-4	0.0	-3	2.0	-4	2.2	-4
COC(=O)c1ccc(CSc2nc3c(cnn3-c3ccc(C)cc3)c(=O)[nH]2)o1
 : -5	0.4	-5	1	1	1.1	-3	3.1	-5	3.0	3
CC(C(=O)Nc1cc(C(F)(F)F)ccc1N1CCOCC1)N1C(=O)C2CCCCC2C1=O (stereo unspecified)
 : -11	2.4	4	0	-4	-1.0	-13	3.2	8	0.9	-8
CCN(CC)C(=O)C1=C(C)NC(=O)NC1c1c(F)cccc1Cl (stereo unspecified)
 : 12	-0.2	-6	1	8	2.3	-21	1.8	5	0.4	?
O=C(CNC(=O)c1cccc(Br)c1)N/N=C/c1cccnc1
 : 2	2.6	-8	2	-1	-2.9	4	3.6	-15	-2.1	1
CCS(=O)(=O)N1CCC(C(=O)NCc2ccco2)CC1
 : -18	-0.4	-11	2	1	-0.7	-16	0.6	-10	1.4	1
CCOC(=O)N1CCN(S(=O)(=O)c2ccc3[nH]c(=O)sc3c2)CC1
 : -25	3.5	-7	-1	7	1.6	24	0.8	7	0.3	-12
Cn1c(=O)n(C)c2cc(S(=O)(=O)Nc3ccccc3C(=O)O)ccc21
 : 0	-0.2	1	-4	-3	-1.3	11	0.1	-7	0.5	-4
Cn1nccc1C(=O)Oc1ccc(/C=N/NC(=O)c2ccccc2O)cc1
 : -12	2.5	-9	4	2	-2.1	21	5.1	-2	-1.6	-1
CC(=O)c1cccc(NC(=O)C(C)OC(=O)c2ccc3ncsc3c2)c1 (stereo unspecified)
 : 11	-1.2	-10	-1	2	1.8	-5	1.8	0	-2.1	2
O=C(O)CC(C(=O)O)N1C(=O)/C(=C/C=C/c2ccco2)SC1=S (stereo unspecified)
 : -20	1.0	7	0	0	-5.6	-12	-0.1	5	-1.8	-2
COc1cc(OC)cc(N(C(=O)c2ccco2)C(C(=O)NC2CCCC2)c2ccc(N3CCOCC3)cc2)c1 (stereo unspecified)
 : 21	3.2	-11	1	-4	-2.8	17	-0.9	1	1.6	-10
CC1CCN(C2CCN(S(=O)(=O)c3ccc(F)cc3)CC2)CC1
 : 86	-0.5	1	2	-5	-0.2	-5	1.2	-5	-0.8	6
CCN(CC(=O)NCc1cccs1)C(=O)CN(C)S(=O)(=O)c1ccc(C)cc1
 : 169	2.4	-2	1	-2	-0.3	-18	1.6	-3	-0.6	0
COc1ccc(CNC(=O)CCCn2nc(C)n3ccnc3c2=O)cc1
 : -6	-2.5	-1	3	12	1.2	-36	0.3	5	-3.5	-1
CC(C)(C)n1nc2c(c1NC(=O)CCCc1ccccc1)CS(=O)C2 (stereo unspecified)
 : -27	0.2	-2	-3	4	-0.2	-12	3.4	1	-0.5	-2
Cc1ccc2cccc(NC(=S)NC(=O)c3ccnn3C)c2n1
 : -6	-3.7	-12	-9	9	-1.1	3	-2.4	-2	-6.4	-5
Cc1ccc(N2C(=O)c3ccc(C(=O)N4CCN(Cc5ccccc5)CC4)cc3C2=O)cc1
 : -9	0.9	-12	-3	6	-0.4	-17	3.3	-13	-1.7	9
O[C@@H]1CN(Cc2ccc(-n3cccn3)cc2)CC[C@H]1N1CCN(c2ccccc2F)CC1
 : 2	4.1	-9	-1	-2	0.1	2	1.0	-4	-0.6	7
Oc1ccc(Cl)cc1CNCc1ccc(Cl)nc1
 : -10	2.9	-14	-7	9	-1.6	-26	4.6	-9	1.3	-9
C#CC[N+]1(CC#Cc2ccc(C)cc2)CCCCC1
 : 12	1.1	-1	2	-3	-0.2	15	3.9	3	-1.6	8
CCc1c(O)cc2n(c1=O)-c1ccccc1C2(C)C
 : -28	1.0	4	2	2	-0.5	-22	3.0	10	-0.9	-3
COc1ccc(CCNC(=O)c2cc(S(=O)(=O)N3CCCCC3)c[nH]2)cc1OC
 : -4	0.0	-8	2	3	-9.3	-1	3.3	-1	-0.6	-1
CCN1CCN(C(=O)c2cc(COc3ccc(F)cc3F)on2)[C@@H](C)C1=O
 : -5	3.5	-2	-1	0	-1.8	-12	0.5	-2	1.7	-4
CC12C(=O)N(c3ccccn3)C(=O)C1C1C=CC2C1 (stereo unspecified)
 : 75	4.4	-6	-3	6	2.2	-18	3.6	-2	0.0	7
C1CCCCCC2(CCCCC1)OCC(CN1CCOCC1)O2 (stereo unspecified)
 : 3	-0.5	-3	-8	8	-1.8	-21	5.4	-6	-1.9	0
CCCCCc1nc2c(C#N)c(-c3ccc(Cl)cc3)ccn2n1
 : -1	1.4	1	0	4	1.6	-8	0.2	-7	0.1	0
COc1ccc(/C=N/N2CCOCC2)cc1Cn1nc(C)c([N+](=O)[O-])c1C
 : -4	0.3	0	-3	3	0.6	-12	2.7	-4	-1.3	1
COc1ccc2c(c1)cc1n2CCN=C1NCCO
 : 520	1.8	1	-4	14	0.7	-37	-0.1	-4	-1.8	1
CC(C)c1nc(SCC(=O)N2CCCC2)c2c(=O)n(C)c(=O)n(C)c2n1
 : -21	-0.6	-10	-1	3	-3.1	-11	3.6	-7	1.2	-10
CCOc1ccc(/C=N/NC(=S)Nc2c(C)cccc2C)cc1
 : 1	0.5	2	-1	5	-1.1	-21	2.1	-7	0.7	-1
CC(C)C1COC(c2cccn2Cc2ccccc2Cl)=N1 (stereo unspecified)
 : -10	0.5	-4	-7	1	-1.7	-4	3.4	-4	-1.1	2
O=C(CSc1nnnn1-c1ccc(O)cc1)Nc1cccc(S(=O)(=O)N2CCCC2)c1
 : 0	1.7	-6	-3	7	2.0	-17	0.7	5	-3.4	3
COc1ccc(OC)c(NC(=O)C2CCCN(S(=O)(=O)c3c(C)noc3C)C2)c1 (stereo unspecified)
 : -9	-0.8	-4	2	1	2.1	2	2.4	-1	-1.1	15
c1ccc(C(NCCNC(c2ccccc2)c2ccccc2)c2ccccc2)cc1
 : 14	-0.2	1	-29	5	0.8	-17	3.8	-6	0.2	-7
COc1ccc(CNC(=O)/C=C/C(=O)O)cc1OC
 : -10	3.7	-3	1	-1	-0.1	16	5.6	-13	-1.5	-2
O=C(COC(=O)COc1cccc(C(F)(F)F)c1)NC1CCS(=O)(=O)C1 (stereo unspecified)
 : -18	3.1	4	-1	5	1.9	-16	3.2	2	-0.6	4
Cc1ccc(SCCC(=O)Nc2ccccc2C(=O)NC(C)C)cc1
 : -26	3.0	3	-15	17*	-0.6	-42	3.5	-6	1.8	2
N#CCCN(C(=O)COC(=O)COc1ccccc1Cc1ccccc1)c1ccccc1
 : -2	-0.3	1	-2	4	-0.3	-9	2.1	-8	-0.5	11
COc1cc2c(cc1O)CC[n+]1cc3c(OC)c(OC)ccc3cc1-2
 : 6	3.2	3	0	-5	0.6	13	2.2	2	-0.3	10
O=C(CNS(=O)(=O)c1ccc([N+](=O)[O-])cc1)N/N=C/c1ccc(O)cc1O
 : 3	-1.6	6	1	-2	0.0	6	-0.9	4	-1.0	0
Cc1ccc(-c2nc(C)sc2CC(=O)OCC(=O)Nc2c(F)cccc2F)cc1
 : -9	3.6	7	-3	-7	0.5	24	5.3	-3	0.2	1
CCc1ccc(NC(=O)c2cnn3ccccc23)cc1
 : -38	-2.1	3	-1	3	5.0	-8	2.1	-2	-2.5	3
CCCNC(=O)c1ccc(N2CCC3(CC2)CC(c2ccccc2)=NO3)c(NC(=O)c2ccc(Br)cc2)c1
 : 4	1.9	-5	-4	1	-0.9	-25	0.0	1	-1.7	-1
COc1ccc(C(=O)CN2C(=O)NC3(CCCCCC3)C2=O)cc1
 : 112	3.2	8	-3	-2	0.2	-1	1.6	4	-0.8	1
Cc1cc(C(=O)c2ccccc2)c(NC(=O)CCl)s1
 : -8	4.2	-11	-1	-1	-0.9	-17	2.0	-4	0.3	?
O=C(CO/N=C/c1c(Cl)cccc1Cl)NNC(=O)c1cccc(Cl)c1
 : 13	-0.5	-2	-5	1	1.1	18	1.3	5	-0.2	9
CCOC(=O)C(CCCCOc1cccc(CC)c1)C(=O)OCC
 : 13	1.9	0	-15	0	-0.5	0	1.5	-7	-0.4	12
CN(C(=O)c1ccc2c(Cl)c3c(nc2c1)CCC3)c1ccccc1
 : -2	1.1	-5	1	-4	1.2	20	2.3	1	-1.1	8
COc1ccccc1C(=O)Nc1ccc(OCC(=O)N2C(C)CCCC2C)cc1 (stereo unspecified)
 : 14	0.4	-8	1	2	0.7	-6	0.9	2	-0.7	2
COc1cccc(C2(O)CCN(C(=O)C3CC3)CC2)c1
 : .	-1.3	9	-1	-4	-1.8	13	3.3	-6	1.4	6
O=S(c1ccsc1)c1ccsc1
 : 2	3.5	6	-4	-1	0.0	3	0.6	-12	1.1	3
COc1ccc(C(C(=O)NC2CCCC2)N(CCCO)C(=O)c2snc(C(N)=O)c2N)cc1 (stereo unspecified)
 : -4	2.4	-2	1	-9	0.0	22	-0.3	-5	0.1	-8
